Compound activity as filed in PubChem BioAssay.
MOR-DOR ag – agonists of human mu-delta opioid receptor heterodimerization; 340,000 tested, 0.3% active; cells, OPRM1-OPRD1 heterodimerization, luminescence; AID 504326; activation, % at 9.3 µM; in the data active = activation above about 18%;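 note: 0% = vehicle-treated cells and 100% = reference agonist; values of inactives mirror those of a sister screen read the other way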
Target sequence (P35372 whole entry, looked up): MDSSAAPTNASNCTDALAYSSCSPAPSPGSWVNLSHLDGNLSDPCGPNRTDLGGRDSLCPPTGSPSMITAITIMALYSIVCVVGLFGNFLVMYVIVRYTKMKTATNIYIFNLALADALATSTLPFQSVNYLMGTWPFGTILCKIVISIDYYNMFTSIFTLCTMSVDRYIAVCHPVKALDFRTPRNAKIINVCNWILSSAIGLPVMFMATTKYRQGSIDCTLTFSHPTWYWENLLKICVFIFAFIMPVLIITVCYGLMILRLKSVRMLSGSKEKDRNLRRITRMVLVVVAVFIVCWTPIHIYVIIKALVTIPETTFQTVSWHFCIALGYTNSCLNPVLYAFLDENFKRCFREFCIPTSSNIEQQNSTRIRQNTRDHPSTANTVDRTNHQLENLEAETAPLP
Target sequence (P41143 whole entry, looked up): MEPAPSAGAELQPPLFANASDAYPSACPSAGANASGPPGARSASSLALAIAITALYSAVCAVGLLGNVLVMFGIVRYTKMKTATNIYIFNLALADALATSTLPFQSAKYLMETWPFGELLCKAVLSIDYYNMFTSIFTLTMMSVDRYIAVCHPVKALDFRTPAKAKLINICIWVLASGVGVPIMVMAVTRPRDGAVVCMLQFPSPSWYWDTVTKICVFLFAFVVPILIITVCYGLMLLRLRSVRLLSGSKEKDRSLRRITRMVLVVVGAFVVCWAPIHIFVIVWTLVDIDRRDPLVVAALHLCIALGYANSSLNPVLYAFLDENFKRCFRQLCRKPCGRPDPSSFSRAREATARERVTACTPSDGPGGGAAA
PKA-R1A activ – PKA-R1A complex activation. PKA-R1A dissociation, Cy5-IP20 fluorescence polarization; scaled: DMSO 0%, 113 µM cGMP 100%. AID 504707. activation, % at 11.4 µM. 340,000 tested, 0.083% active;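 active = percent activation above the mean of all tested compounds plus 3 SD, cut at about 19% in these data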;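 note: higher means more PKAc released from R1A so a rise in polarization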
HTR5A inv ag – counter-screen for OPRM1-OPRD1 inverse agonists: human HTR5A inverse agonism. 340,000 tested, 0.083% active. AID 504634. P47898. inhibition, % at 9.3 µM. HTR5A cell line, luminescence; in the data active = inhibition mostly above about 23%, no sharp cut-off; inactive = mostly below about 18%;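 note: 0% = cells with DMSO and 100% = no-cell wells with DMSO; some compounds called inactive have numbers as strong as hits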
PfHsp90 set2 – reduces growth (ATP signal) of yeast expressing P. falciparum Hsp90. S. cerevisiae expressing PfHsp90, BacTiter-Glo ATP, 48 h; yeast lacking PDR1 and PDR3 efflux regulators. inhibition, % at 9.4 µM. 310,000 tested, 0.32% active;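 active = every replicate shows inhibition above about 80%, whatever the replicate mean, limit read from the data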;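 note: 0% = DMSO neutral controls and 100% = 20 µM radicicol positive controls; yeast relying on Plasmodium falciparum Hsp90 in place of its own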
PKA-R2B activ – activates the human PKA-R2B holoenzyme complex; activation, % at 11.4 µM; P22694+P31323; PKA-R2B holoenzyme dissociation, Cy5-IP20 fluorescence polarization; R2B truncated from residue 108, S112A mutant; 0% DMSO only, 100% 113 µM cGMP; 340,000 tested, 0.079% active;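 active = activation above a cutoff set at the mean over all compounds plus 3 SD, cut at about 18% in these data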;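 note: higher means more holoenzyme dissociation and a rise in polarization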
Tat transport – inhibitors of E. coli Tat protein transport | E. coli MC4100 TorA-mCherry Tat export, fluorescence | inhibition, % at 10 µM | 340,000 tested, 0.036% active | AID 488895;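 active = mean replicate inhibition at least 50% and at least half of replicates individually reaching 50%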;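 note: exported cargo escapes ClpAP degradation while cytoplasmic cargo is degraded and loses fluorescence; 0% = median of neutral control wells and 100% = median of NaSCN control wells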
phage Ecoli inh – E. coli growth loss with phage present | growth absorbance | inhibition, % at 11.9 µM | 360,000 tested, 0.26% active; in the data active = inhibition above about 11%
E coli growth – bacterial growth inhibition, counter-screen for AddAB inhibitors. 330,000 tested, 0.27% active. inhibition, % at 11.9 µM. AID 449728. E. coli V3065 growth, OD600 absorbance, 18 h;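 active = inhibition above the campaign's mean inhibition across all tested compounds plus 3 SD, cut at about 9.9% in these data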;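 note: uninfected addAB+ strain grown without phage in ampicillin broth; 0% = DMSO wells and 100% = ciprofloxacin 0.95 µg/ml wells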
AddAB inh – less growth of phage-infected E. coli with AddAB | inhibition, % at 11.9 µM | E. coli expressing H. pylori AddAB, absorbance growth | 330,000 tested, 0.29% active | AID 435030; in the data active = inhibition above about 12%;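 note: 0% = vehicle wells of infected cells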
Mot1-301 SUMO – SUMOylation pathway inhibition by Mot1-301 growth rescue; S. cerevisiae Mot1-301 growth rescue, ATP luminescence, 38.5C; percent above DMSO median, 100 means doubled; growth rescue, % at 18.8 µM; 320,000 tested, 1% active; AID 2716;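 active = every valid replicate shows activation above 250% relative to neutral control wells; inactive = the rest, any valid replicate at or below 250%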;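 note: OY570 slx delta 5 strain wells were the positive control but not used for scaling; some compounds called inactive have numbers as strong as hits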
MOR-DOR inv ag – inverse agonists of human mu-delta opioid receptor heterodimerization | cell-based MOR-DOR heterodimer luminescence, inverse agonism | P35372+P41143 | inhibition, % at 9.3 µM | 340,000 tested, 0.21% active | AID 504357; in the data active = inhibition above about 22%, passing the limit was not always enough;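 note: 0% = cells with DMSO and 100% = wells without cells with DMSO; values of inactives mirror those of a sister screen read the other way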
Starred values were filed as active, the others as inactive; x = no result given.

SMILES	MOR-DOR ag	PKA-R1A activ	HTR5A inv ag	PfHsp90 set2	PKA-R2B activ	Tat transport	phage Ecoli inh	E coli growth	AddAB inh	Mot1-301 SUMO	MOR-DOR inv ag
CC(C)(C)CC(=O)N1CCC(c2nc3c(nnn3Cc3c(F)cccc3Cl)c(=O)[nH]2)CC1	-1.3	-2	27	-2	-4	-7	2.5	-0.5	0.7	262	8
Cn1c(=O)c2c(nc(OC/C=C/c3ccccc3)n2C)n(C)c1=O	-2.4	-7	-4	-28	2	0	3.5	1.5	4.5	48	14
O=S1(=O)NC2CCCCCN2c2ccc(F)cc21 (stereo unspecified)	-2.2	-6	-11	-3	-7	4	-0.1	2.2	-1.3	-12	12
O=C(NCc1ccc(F)cc1)C1CCN(S(=O)(=O)N2CCCC2)CC1	-0.8	5	7	-7	-1	1	1.7	2.5	0.2	6	4
CCCNC(=O)COc1ccccc1[N+](=O)[O-]	0.7	-7	7	21	5	7	3.9	0.5	1.6	-6	-5
O=C(Nc1ccccc1)C(CCCCN1C(=O)c2ccccc2C1=O)N1C(=O)c2ccccc2C1=O (stereo unspecified)	-1.4	0	9	12	-21	2	0.7	x	x	x	6
COC(=O)CCC(=O)NC(=S)Nc1c(C)cccc1C	0.0	-1	-8	11	-2	-3	3.2	0.1	3.0	-6	0
O=C(Nc1nc(-c2ccccn2)cs1)c1cccc(-n2cnnn2)c1	-0.7	6	5	-10	7	0	-8.8	-6.1	-4.3	5	3
COc1cc(C(C2C(=O)CC(C)(C)CC2=O)C2C(=O)CC(C)(C)CC2=O)ccc1O	-0.2	1	11	-3	-1	9	0.3	0.4	-0.1	-7	1
CCCc1nnc(NC(=O)c2ccncc2)s1	-0.7	-4	-5	x	-1	5	2.8	-0.4	1.8	21	4
NC(=O)c1ccsc1NC(=O)COC(=O)c1nc(Cl)ccc1Cl	-2.3	-5	12	x	-15	-5	-0.4	-0.3	-1.2	9	12
c1ccc(C2NCCn3cccc32)cc1 (stereo unspecified)	-1.0	5	2	-5	-11	-3	2.7	1.0	2.8	8	6
CC(C)(C)NS(=O)(=O)c1ccc(NC(=O)C(Sc2ccccc2)c2ccccc2)cc1 (stereo unspecified)	5.3	2	-12	16	0	11	5.1	2.1	3.2	x	-23
C[N+](C)(C)C/C=C1/COCO1	-3.2	-4	-22	6	-21	2	1.7	-0.9	0.9	-7	15
CC(=O)OC1CSC2c3ccccc3C(=O)N2Cc2sccc21 (stereo unspecified)	-2.7	7	-2	3	2	-2	4.0	-2.7	-3.0	4	14
CN(C)CCCNS(=O)(=O)c1ccc(N2CCN(Cc3ccc4c(c3)OCO4)CC2)c([N+](=O)[O-])c1	2.2	2	11	-8	-3	-1	-1.3	-1.6	-0.7	4	-16
O=S(=O)(c1ccc(F)cc1)N1CCN(CC2CC3C=CC2C3)CC1 (stereo unspecified)	1.6	9	-12	-8	-8	-8	1.7	-0.9	5.0	4	-10
COc1ccc(CCNS(=O)(=O)c2ccc3c(c2)n(C)c(=O)c(=O)n3C)cc1OC	-2.2	-4	-6	5	-6	-5	3.4	x	x	x	12
O=C(COC(=O)c1ccc(NS(=O)(=O)c2ccc3c(c2)OCCO3)cc1)NC1CC1	0.1	2	9	0	-2	-6	1.4	-0.2	1.6	-27	-1
COc1ccc(Cc2ccc(OC)c(N)c2)cc1N	-2.1	-5	-3	13	-13	-5	0.5	1.2	0.8	-22	10
CCc1c(C)sc(NC(=O)c2cc(C)no2)c1C#N	0.7	9	-19	13	-11	12	1.1	-1.6	-1.5	-1	-4
Cc1ccc(C(=O)Nc2cc3c(cc2Cl)OCCCO3)cc1	-3.7	-5	-12	-24	-3	0	0.3	1.7	4.7	118	20
Oc1ccc(O)c(-c2cnns2)c1	-1.9	-2	-17	-1	-15	1	1.3	-0.2	0.6	-9	10
O=C(OCC(=O)c1ccc(Cl)s1)c1ccccn1	-4.8	-4	-6	1	-17	0	3.1	-0.8	0.0	-2	25
O=C(NC(=S)N(CCO)Cc1ccccc1)c1ccc(S(=O)(=O)N2CCCC2)cc1	-2.3	-5	-16	-12	-17	-3	4.2	-1.2	2.9	4	11
COCCCNC(=O)CN1C(=O)/C(=C/c2ccccc2C)Sc2ccccc21	-2.2	-2	-16	x	-12	-2	4.1	0.4	3.6	4	14
O=C(Nc1ccc2c(c1)OCO2)C1(S(=O)(=O)c2ccc(Cl)cc2)CC1	1.1	-6	-1	x	7	2	1.0	-0.7	-0.3	-26	-6
O=C(c1ccc(Cn2c(=O)[nH]c3ccccc3c2=O)cc1)N1CCN(c2ccccc2)CC1	5.9	-2	-4	x	-1	4	2.6	-1.4	-0.7	11	-32
COc1ccccc1C1C(C(C)=O)=C(O)C(=O)N1c1ccc(O)cc1 (stereo unspecified)	-2.7	-2	1	15	-5	19	0.5	-0.2	2.4	-2	13
COc1c(C)cccc1C(=O)NC(=S)Nc1ccc2c(c1)Cc1ccccc1-2	-3.1	-8	3	-14	13	-3	2.5	x	x	x	15
CCCCN1CCS(=O)(=O)N(Cc2ccccc2Br)CC(C(=O)OC)C1 (stereo unspecified)	-1.8	-2	-5	-16	7	24	3.2	0.2	-0.7	x	9
CCN(CC)C(=O)Oc1ccc2ccccc2c1Br	1.4	1	-5	10	7	5	6.1	-1.5	1.3	-12	-8
CCCN(C(=O)CCc1ccc(OC)cc1)c1c(N)n(Cc2ccccc2)c(=O)[nH]c1=O	-3.2	-8	12	-5	0	1	2.9	3.0	3.4	-26	13
O=C(NCc1ccc(F)cc1)C1CCCN(c2nc3ccsc3c(=O)s2)C1 (stereo unspecified)	-1.7	5	-3	-3	7	-10	-1.1	-1.2	-0.8	4	9
O=C1CC(c2ccccc2)C(c2ccccc2)=NN1 (stereo unspecified)	-3.4	4	0	-19	-4	5	3.3	x	x	x	17
COc1ccccc1NC(=O)NC(N)=O	2.1	-3	6	-2	-4	-8	2.3	1.7	3.6	-8	-11
CN(Cc1nc2ccccc2c(=O)[nH]1)C(=O)c1ccc(S(=O)(=O)N2CCCC2)cc1	-3.7	-10	9	-7	-3	2	-2.6	0.7	-0.6	6	16
CN(C1CCCCC1)S(=O)(=O)c1ccc2c(c1)c(=O)c(C(=O)N1CCc3ccccc3C1)cn2C	-3.6	-3	15	-14	-1	2	2.6	-1.9	-0.9	14	20
Cc1scc(C(=O)O)c1-c1c(C(=O)O)csc1C	-1.9	-6	9	3	-3	-1	3.8	-0.7	4.5	-2	10
C=CCn1c(=N)n(CC(=O)c2ccc(OC)cc2)c2ccccc21	-3.0	-7	7	7	1	-4	5.4	-0.2	0.5	-12	15
CSCC(=O)N1CCCC(N2CCN(c3cccc(C(F)(F)F)c3)CC2)C1 (stereo unspecified)	-0.3	-4	-1	3	-2	-8	1.8	-1.0	-1.0	11	2
CCOC(=O)c1c(NC(=O)COC(=O)c2ccccn2)sc2c1CCC2	-0.8	-6	-5	1	1	10	3.6	-3.0	1.7	3	5
C=CCn1c(=O)c2ccccc2n2c(SCC(=O)Nc3sc(C)c(CC)c3C(=O)OCC)nnc12	-0.3	-6	8	-17	9	2	4.2	-0.1	5.6	-13	2
COc1ccc(CCNC(=O)COC(=O)C2CC2C)cc1OC (stereo unspecified)	-3.9	-2	6	16	-11	-1	0.0	-2.3	0.4	4	17
CC(C)(C)NC(=O)Cn1c(SCC(=O)Nc2nccs2)nc2ccccc21	x	-7	x	-15	-11	-12	3.1	-1.0	0.9	-9	x
N#Cc1c(N)oc(-c2ccc3c(c2)OCO3)c1-c1ccc2c(c1)OCO2	-1.2	-1	9	0	-3	30	2.5	-1.9	-0.8	-22	6
Cc1c(OCC(=O)NCCN2CCOCC2)ccc2c(-c3ccccc3)cc(=O)oc12	-1.9	-1	17	-2	0	5	4.2	-0.6	4.1	6	10
Cn1c(SCc2ccccc2)nnc1-c1cnccn1	-2.9	-7	-19	-14	6	-1	1.7	0.4	-0.3	-2	15
CCC(C)(C)c1ccc(OCC(=O)N(C)C)c(C(C)(C)CC)c1	x	x	x	-12	x	32	3.3	0.9	3.9	7	x
CCOC(=O)c1oc2nc(C(C)C)c3c(c2c1N)CC(C)(C)OC3	-2.1	5	-7	-47	6	2	-0.9	x	x	x	13
CSc1nc2cc(F)c(F)cc2n1C	-1.0	3	-3	x	-2	7	1.6	0.6	2.1	0	5
COc1cccc(NC(=O)NCCC2=CCCCC2)c1	-3.0	-3	0	-2	-6	-6	1.8	0.8	4.3	28	15
Cc1cc(Cl)c2oc(C(=O)N(C)CC3CCOCC3)c(C)c2c1	-0.8	-9	1	13	-2	9	3.2	1.6	2.8	161	4
CCCCNC(=O)c1onc(CSc2ccccc2C)c1C(=O)O	-2.3	4	-6	-20	-3	2	-0.3	-2.7	4.4	37	13
CCCn1c(C(O)c2ccc(C)cc2)nc2ccccc21 (stereo unspecified)	0.9	-1	2	-10	7	-2	0.3	x	x	5	-4
O=C(NC1CCCCCC1)c1ccc(Cl)c(S(=O)(=O)N2CCOCC2)c1	0.8	-1	8	22	4	0	1.1	1.4	2.2	1	-6
CCc1ccc(OCC(=O)NCc2ccco2)c(Br)c1	3.1	-4	-14	-15	-4	-6	2.5	0.4	3.0	-11	-17
C/C(=N\NC(=O)c1ccoc1C)c1ccc(Cl)s1	-0.1	20*	0	-20	-4	15	2.5	0.7	-0.3	-5	1
COc1cccc(NC(C)=[N+](C)CCNS(=O)(=O)c2ccc(Cl)cc2)c1	-2.8	-2	9	10	10	2	1.4	1.2	0.5	-3	14
COCCNC(=O)CN1CCN(Cc2cccc(Cl)c2)C1=O	-1.6	-3	-3	20	1	4	0.8	1.3	2.3	-18	8
More records follow.
SMILES	MOR-DOR ag	PKA-R1A activ	HTR5A inv ag	PfHsp90 set2	PKA-R2B activ	Tat transport	phage Ecoli inh	E coli growth	AddAB inh	Mot1-301 SUMO	MOR-DOR inv ag
O=C(CCNC(=O)c1ccco1)Nc1ccccc1OC(F)F	-1.7	-4	-12	10	3	-6	0.2	-3.8	1.9	-14	9
Cc1cccc(NC(=O)CSc2nc3ccccc3nc2N2CCCC2)c1	-1.8	-15	2	-8	-13	-12	2.4	1.6	-0.8	-5	11
CCOC(=O)C(=O)c1cn(C2OCC(OC(C)=O)C(OC(C)=O)C2OC(C)=O)c2ccccc12 (stereo unspecified)	3.3	-1	-4	-40	3	-13	2.1	-0.1	2.3	-12	-20
CCOc1ccc(S(=O)(=O)N2CCC(C(=O)NCc3cccnc3)CC2)cc1Cl	-0.7	-6	13	-6	3	7	1.5	-1.7	0.7	0	5
Cc1ccc(NS(=O)(=O)c2cc(NC(=O)c3ccc4c(c3)NC(=O)CS4)ccc2C)c(C)c1	2.1	9	-31	-5	6	7	1.9	-1.6	2.7	-2	-10
CC(C)C(C(=O)O)N1C(=O)/C(=C/c2cccn2C)SC1=S (stereo unspecified)	-2.4	-6	5	19	-1	19	4.5	-0.3	4.3	80	13
COc1ccccc1N1CCN(C(=O)C(=O)c2c(C)[nH]c3ccccc23)CC1	-2.5	-6	10	6	-2	-2	0.9	-0.4	-0.4	11	13

Compounds as they come (roughly 2.2% active in at least one column).
